# Screening results deposited in PubChem by Southern Research Specialized Biocontainment Screening Center.
# Salmonella PhoP GFP = PhoP regulon inhibitors, Salmonella typhi PhoP promoter GFP reporter, confirmatory (AID 1850) | Salmonella Typhi PhoP-promoter GFP reporter, fluorescence, 4 h; higher % means a stronger effect | inhibition, % at 50 µM; hits with a dose series show IC50 in µM | hit rate 0.33% among 310,000; in the data active = a potency from the dose series; inconclusive = inhibition mostly from about 25% at the one dose, without a potency; inactive = the rest, 99 in 100 with inhibition below about 19%;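 note: 0% = induced wells with vehicle and 100% = uninduced wells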
# influenza NS1A = H1N1 influenza NS1A inhibitors, functional cell based assay (AID 504329); inhibition, % at 12.5 µM, or IC50 in µM where a hit was titrated; hit rate 0.3% among 340,000; NS1A functional cell-based assay, percent inhibition; higher % means a stronger effect; in the data active = a potency from the dose series; inconclusive = inhibition above about 27% without an active follow-up result; note: strong numbers were not always called active
# M. tuberculosis = growth inhibition of non-replicating M. tuberculosis (AID 488890) | Mycobacterium tuberculosis non-replicating, growth inhibition; higher % means a stronger effect | inhibition, % at 25 µM; hits with a dose series show IC50 in µM | hit rate 0.39% among 320,000; in the data active = a potency from the dose series; inconclusive = inhibition mostly from about 82% at the one dose, without a potency; inactive = the rest, 99 in 100 with inhibition below about 76%;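 note: plate controls were DMSO cells for no effect and high antibiotic wells for full effect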
# inhibitors of VEEV = inhibitors of VEEV TC-83 cytopathic effect, confirmation, Vero cells (AID 588727) | Vero cells, VEEV TC-83 cytopathic effect inhibition; higher % means a stronger effect | inhibition, % at 20 µM, or IC50 in µM where a hit was titrated | hit rate 0.13% among 350,000; in the data active = a potency from the dose series; inconclusive = inhibition mostly from about 14% at the one dose, without a potency; inactive = the rest, 99 in 100 with inhibition below about 12%; note: strong numbers were not always called active
# M. tuberculosis HTS = M. tuberculosis growth inhibition, HTS (AID 449762) | M. tuberculosis H37Rv growth inhibition, 7H9 media; higher % means a stronger effect | inhibition, % at 25 µM, or IC50 in µM where a hit was titrated | hit rate 0.59% among 330,000; in the data active = a potency from the dose series; inconclusive = inhibition above about 70% without an active follow-up result;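 note: bacterial growth assessed after seven days of incubation; strong numbers were not always called active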
# inhibitors of VEEV 10K pilot screen = further read-out of inhibitors of VEEV, marked with its call; inhibition, %; measured here: 10K pilot screen inhibition
# * = called active by the depositor; i = inactive; ? = inconclusive; · = no result given. No enrichment for hits; any-hit rate near 1.5%.
SMILES,Salmonella PhoP GFP,influenza NS1A,M. tuberculosis,inhibitors of VEEV,M. tuberculosis HTS,others
COc1ccccc1NC(=O)c1ccccc1S(=O)(=O)c1ccccc1[N+](=O)[O-],-1%,3%,-3%,i,14%,
COc1ccc2cc(C(=O)C3CCCN(C(=O)Cc4c(C)noc4C)C3)ccc2c1 (centres undefined),-5%,11%,20%,3.1%,0%,
COC(=O)Cc1c(C)c2ccc(OCC(=O)NC3CCS(=O)(=O)C3)cc2oc1=O (centres undefined),3%,-3%,-2%,6.6%,10%,
CC1CCCCC1NC(=O)/C=C/c1nc2ccccc2s1 (centres undefined),-2%,-5%,50%,0.3%,4%,
CCOC(=O)c1cnc2c(C)cccc2c1NCCCN1CCOCC1,9%,-2%,2%,0.3%,-5%,
O=C(Nc1cccn2ncnc12)c1ccccc1,-4%,2%,3%,1.4%,4%,
CC(C)(C)c1cc(CN2CCCCC2)cc(C(C)(C)C)c1O,0%,·,·,·,-10%,
N#CCCn1c(SCC(=O)NCc2ccco2)nc2ccccc21,12%,7%,-37%,0.7%,3%,
CCOC(=O)c1[nH]c(=O)[nH]c1CN(Cc1ccco1)Cc1[nH]c(=O)[nH]c1C(=O)OCC,-14%,12%,-1%,1.5%,5%,
COc1cc2nncc(SC)c2cc1OC,·,2%,·,i,·,
CC(NC(=O)c1ccco1)C(=O)Nc1nc(-c2ccccn2)cs1 (centres undefined),1%,9.6µM*,27%,i,?,
Cc1ccccc1C(=O)Nc1nc2c(C)csc2c(=O)s1,-31%,4%,-12%,1.8%,53%,
OCC(Cc1ccccc1)NCc1ccccc1C(F)(F)F (centres undefined),-2%,1%,21%,0.9%,-2%,
O=C(COc1ccc(-c2ccccc2)cc1)NN=C1CCCC1,-5%,-14%,73%,1.5%,-11%,
C[C@@H](NC(=O)c1[nH]cnc1C(=O)Nc1nccs1)c1ccccc1,·,-2%,4%,0.6%,-6%,
CCOC(=O)C1=C(C)N(C)C(C)=C(C(=O)OCC)C1c1ccccc1,13%,10%,8%,i,-2%,inhibitors of VEEV 10K pilot screen=0.1
CC(C)N(CCNC(=O)C1CCCN(c2ncnc3c2nc2n3CCCCC2)C1)Cc1ccccc1 (centres undefined),-2%,4%,10%,1.0%,0%,
O=C(OCc1nc2ccccc2s1)c1ccc(Br)o1,7%,-2%,3.6µM*,0.6%,19µM*,
CCOC(=O)c1ccc(C(=O)OCC)c(NC(=S)Nc2ccc([N+](=O)[O-])cc2OC)c1,-2%,1%,74%,1.1%,2%,
Cc1nc2ccccc2c(=O)n1-c1cccc(NS(=O)(=O)c2ccccc2)c1,12%,-6%,-9%,7.0%,8%,
COc1nc(OC)nc(N2CCC(C(=O)NCc3cccs3)CC2)n1,-1%,6%,-2%,0.0%,6%,
CCOc1cc(C2NC(=O)NC(c3ccccc3)=C2C(C)=O)ccc1OCC(N)=O (centres undefined),-6%,-6%,-10%,0.8%,-3%,
O=C(N/N=C/c1ccccc1)c1ccc(NC(=O)c2ccc(F)cc2)cc1,-1%,0%,4%,1.8%,-2%,
COC(=O)C(CC(=O)c1ccc(Cl)cc1)c1ccccc1 (centres undefined),·,0%,·,8.1%,·,
O=C(COC(=O)c1c(Cl)cccc1Cl)NCc1cccs1,·,-12%,6%,i,-3%,
CN(C)C=NC(=O)c1cc(C(=O)c2ccc(C(C)(C)C)cc2)c[nH]1,1%,6%,17%,0.7%,2%,
COc1ccc(S(=O)(=O)N2CCOCC2)cc1NC(=O)CO/N=C/c1ccccc1OC(F)F,-2%,-4%,6%,5.5%,4%,
COC1c2ccccc2C(=O)N1Cc1ccc(F)cc1 (centres undefined),-1%,-1%,61%,1.1%,7%,
O=[N+]([O-])c1ccc(OCc2cn([C@@H](CO)c3ccccc3)nn2)c(Br)c1,-1%,1%,3%,0.5%,-6%,
CC(=O)c1sc(Nc2nc3ccc(F)cc3s2)nc1C,-7%,-8%,?,6.0%,65%,

# The closing 6 compounds of the section before are carried over, then new ones follow.
SMILES,Salmonella PhoP GFP,influenza NS1A,M. tuberculosis,inhibitors of VEEV,M. tuberculosis HTS,others
O=C(COC(=O)c1c(Cl)cccc1Cl)NCc1cccs1,·,-12%,6%,i,-3%,
CN(C)C=NC(=O)c1cc(C(=O)c2ccc(C(C)(C)C)cc2)c[nH]1,1%,6%,17%,0.7%,2%,
COc1ccc(S(=O)(=O)N2CCOCC2)cc1NC(=O)CO/N=C/c1ccccc1OC(F)F,-2%,-4%,6%,5.5%,4%,
COC1c2ccccc2C(=O)N1Cc1ccc(F)cc1 (centres undefined),-1%,-1%,61%,1.1%,7%,
O=[N+]([O-])c1ccc(OCc2cn([C@@H](CO)c3ccccc3)nn2)c(Br)c1,-1%,1%,3%,0.5%,-6%,
CC(=O)c1sc(Nc2nc3ccc(F)cc3s2)nc1C,-7%,-8%,?,6.0%,65%,
O=C(CSc1nc2ccccc2c(=O)n1Cc1ccc(F)cc1)NCc1cccs1,-7%,0%,-1%,0.7%,5%,
C=C(C)C(=O)Nc1ccc2c(c1)OCCOCCOCCO2,-2%,-4%,-6%,2.3%,16%,
Cc1cnc(C(=O)OCC(=O)Nc2cccc3ccccc23)cn1,·,-16%,-6%,3.0%,8%,
Cc1ccc(S(=O)(=O)N[C@H](C(=O)N2CCC(C(=O)N[C@H](C(=O)O)c3ccccc3)CC2)C(C)C)cc1,-6%,8%,5%,i,-4%,
CC(C)OC(=O)CSc1nnc(-c2ccc(Cl)cc2Cl)o1,3%,-19%,?,0.8%,?,
CO[C@H]1O[C@H](C)[C@@H](O)C[C@H]1NC(=O)OCc1ccccc1,-2%,-1%,-5%,0.6%,-7%,
Cc1cccc(NC(=O)Nc2ccc3c(c2)N(C)C(=O)CS3)n1,-17%,6%,8%,9.1%,-2%,
CCCCNC(=O)CCC(=O)Nc1ncc(-c2ccc(C)cc2)n1C,15%,-13%,-1%,i,-10%,
O=C(CSc1ccc2nnc(-c3ccc(Cl)cc3)n2n1)N1CCc2ccccc21,-10%,14%,·,9.2%,-5%,
C#CCN1C(=O)S/C(=C\c2ccc(-c3ccc(C(=O)O)cc3C)o2)C1=O,-12%,4%,6%,0.4%,1%,
CCCN(CC(=O)Nc1ccc(F)c(F)c1F)C(=O)c1ccc(N2CCCC2=O)cc1,·,-4%,10%,2.8%,-6%,
Cc1ccc(-c2noc(CCC(=O)NCc3ccco3)n2)cc1,0%,2%,77%,i,-3%,
CCn1c(=O)c([N+](=O)[O-])c(NCc2ccco2)c2ccccc21,8%,·,-8%,i,7%,
COc1ccc(-c2cc(C(F)(F)F)n3nc(C(=O)N4CCN(C(=O)c5ccco5)CC4)cc3n2)cc1,·,1%,16%,11%,-11%,
CCn1c(=O)c([N+](=O)[O-])c(NC2CCS(=O)(=O)C2)c2ccccc21 (centres undefined),-9%,-2%,24%,0.5%,-2%,
C=C[C@]1(C)C=C2CCC3[C@](C)(CCC[C@@]3(C)C(=O)O)C2CC1 (some centres undefined),4%,-7%,6.3µM*,0.8%,-6%,
Cc1ccccc1N1CCN(c2ccc(NC(=O)C3CCCCC3C(=O)O)cc2)CC1 (centres undefined),-12%,-3%,11%,2.5%,1%,
CC(C(=O)Nc1ccc(OCc2ccccc2)cc1)N1CCCC1 (centres undefined),12%,1%,-3%,2.5%,0%,
COC(=O)c1cccc(NC(=O)CCNC(=O)c2ccc([N+](=O)[O-])cc2)c1,-7%,7%,-4%,0.5%,-5%,
Cc1cc(C)cc(C(=O)NN2CCOCC2)c1,-4%,17%,-15%,i,4%,
O=C(Cc1cccc(NC(=O)C2CCCN(C(=O)C3CCC3)C2)c1)Nc1ccc(C(=O)N2CCCCC2)cc1 (centres undefined),·,-3%,·,0.5%,·,
OCC[C@@H]1C[C@H](O)[C@@H](O)[C@@]2(CCCCO2)O1,-29%,3%,-9%,0.9%,-2%,
C#CCOCCOCCOCCNc1nc(N2CCN(C(=O)Cn3cc(CC(C)O)nn3)CC2)nc(N2CCN(C(=O)[C@H](C)n3cc(CCC(=O)O)nn3)CC2)n1 (some centres undefined),·,0%,·,0.1%,·,
COc1ccc(NS(=O)(=O)c2cc(NC(=O)C3=NN(c4ccccc4)C(=O)CC3)ccc2C)cc1,·,11%,·,4.8%,·,
CCn1c(SCC(=O)c2c(N)n(C3CC3)c(=O)[nH]c2=O)nc2cc(S(N)(=O)=O)ccc21,·,-11%,-15%,2.3%,5%,
O=C(Nc1ccncc1)Nc1ccc(F)cc1,-4%,-3%,5%,0.4%,-7%,
O=C(CN1C(=O)c2ccccc2S1(=O)=O)NC1CC2CCC1C2 (centres undefined),-9%,4%,-6%,0.4%,-4%,
Cc1ccc(-c2nnc(Nc3ccccc3)o2)cc1,17%,-4%,-1%,0.9%,-6%,
CN(C)C(=S)NCc1ccccc1,-9%,-5%,-7%,0.6%,7%,
COc1ccc(S(=O)(=O)Nc2ccc3c(c2)COC3=O)cc1OC,18%,0%,-5%,1.0%,4%,

# Three records picked at random from those above, as already listed:
SMILES,Salmonella PhoP GFP,influenza NS1A,M. tuberculosis,inhibitors of VEEV,M. tuberculosis HTS,others
CC(C(=O)Nc1ccc(OCc2ccccc2)cc1)N1CCCC1 (centres undefined),12%,1%,-3%,2.5%,0%,
Cc1ccccc1N1CCN(c2ccc(NC(=O)C3CCCCC3C(=O)O)cc2)CC1 (centres undefined),-12%,-3%,11%,2.5%,1%,
CCn1c(=O)c([N+](=O)[O-])c(NCc2ccco2)c2ccccc21,8%,·,-8%,i,7%,

# Next part:
SMILES,Salmonella PhoP GFP,influenza NS1A,M. tuberculosis,inhibitors of VEEV,M. tuberculosis HTS,others
COC(=O)c1c(Cl)c2n3ccccc3c(C)c(-c3ccccc3)c-2c1C(=O)OC,-15%,22%,-2%,5.7%,0%,
CCOc1ccc(NC(=O)C(=O)NCC2CCCN2CC)cc1 (centres undefined),9%,5%,9%,0.6%,11%,
COc1ccc(C(C(=O)NC2CCCC2)N(C(=O)Cc2cccs2)C2CC2)cc1OC (centres undefined),7%,-8%,-3%,1.9%,-3%,
CCOC(=O)CNC(=O)c1cnc(Nc2ccccc2OC)c2ccccc12,7%,-9%,5%,0.1%,3%,
CC(=O)N(Cc1ccccc1)Cc1cn(CCC#N)nc1-c1cccc([N+](=O)[O-])c1,2%,9%,·,0.9%,2%,inhibitors of VEEV 10K pilot screen=0.9
Cc1ccc(OCC(=O)c2cc(C)n(Cc3cccs3)c2C)c([N+](=O)[O-])n1,-1%,1%,48%,i,-5%,
Cc1cc(N2CC(C(=O)NCc3cccs3)CC2=O)ccc1C(C)C (centres undefined),5%,5%,14%,i,1%,
COc1ccc2nc(Nc3nc(C)c(CCC(C)C)c(=O)[nH]3)nc(C)c2c1,-5%,14%,21%,11%,7%,
CC(C)CN(C(=O)CN1CCC(C)CC1)c1c(N)n(CC(C)C)c(=O)[nH]c1=O,-7%,-4%,3%,2.0%,-4%,
CN1CCN(c2nc(N)c(Br)c(Cl)n2)CC1,7%,19%,-9%,0.7%,4%,
C=C1C(=O)O[C@H]2C1CC[C@@](C)(O)C13C=CC(C)(C21)C1(C3)C(=O)O[C@@H]2C3C(C)=CCC3[C@](C)(O)C[C@H](OC(C)=O)C21 (some centres undefined),13%,8%,28%,4.1%,10%,
CCc1nc(NCc2ccccn2)c2oc3ccccc3c2n1,-18%,-5%,33%,11%,-1%,
CCOCCCNC(=O)NC(=O)CN1CCN(S(=O)(=O)c2ccc3c(c2)OCCO3)CC1,0%,-15%,-7%,3.2%,-3%,
Cc1ccc(-c2nc3ncccn3c2NC2CCCCC2)o1,5%,-2%,13%,6.8%,1%,
O=S(=O)(c1ccc2nc(-c3ccccc3)[nH]c2c1)N1CCN(c2ccc(Cl)cc2)CC1,-8%,-2%,·,i,-2%,
N#Cc1nc(COc2ccccc2)oc1NCCN1CCOCC1,2%,0%,-7%,0.1%,-7%,
Cc1ccc(S(=O)(=O)NCC(=O)OCc2nnc(-c3ccccc3)o2)cc1,-9%,-7%,-8%,2.0%,-16%,
CN1CCC(OC(=O)c2ccccc2)CC1,9%,21%,-6%,i,2%,
O=c1cc(-c2ccccc2)nc(/C=C/c2ccccc2)[nH]1,-2%,-18%,2%,86%,2%,
CC(C)[C@H](NC(=O)C1CCN(S(=O)(=O)c2ccc(F)cc2)CC1)C(=O)NCc1ccncc1,5%,-12%,-2%,i,-2%,
CCOc1ccccc1Nc1nnc(SCC(=O)NC2CC2)s1,·,-8%,?,0.9%,3%,
O=C(CN1CCOCC1)N1CCN(c2ccc([N+](=O)[O-])cc2)CC1,4%,-9%,0%,0.9%,0%,
